hIAP activ – human IAP activators, primary screen, biochemical, luminescence, uHTS. Intestinal-type alkaline phosphatase (Homo sapiens), P09923. purified human IAP, CDP-Star luminescence, 30 min; hits give high values; 1 = vehicle-only enzyme, 0 = enzyme-free background. activation factor at 10 µM. 330,000 tested, 0.16% active;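 active = activation factor of the enzyme at least 2-fold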; note: the source names both 10 and 20 µM as test concentration; values of inactives mirror those of a sister screen read the other way
Target sequence (P09923 whole entry, looked up): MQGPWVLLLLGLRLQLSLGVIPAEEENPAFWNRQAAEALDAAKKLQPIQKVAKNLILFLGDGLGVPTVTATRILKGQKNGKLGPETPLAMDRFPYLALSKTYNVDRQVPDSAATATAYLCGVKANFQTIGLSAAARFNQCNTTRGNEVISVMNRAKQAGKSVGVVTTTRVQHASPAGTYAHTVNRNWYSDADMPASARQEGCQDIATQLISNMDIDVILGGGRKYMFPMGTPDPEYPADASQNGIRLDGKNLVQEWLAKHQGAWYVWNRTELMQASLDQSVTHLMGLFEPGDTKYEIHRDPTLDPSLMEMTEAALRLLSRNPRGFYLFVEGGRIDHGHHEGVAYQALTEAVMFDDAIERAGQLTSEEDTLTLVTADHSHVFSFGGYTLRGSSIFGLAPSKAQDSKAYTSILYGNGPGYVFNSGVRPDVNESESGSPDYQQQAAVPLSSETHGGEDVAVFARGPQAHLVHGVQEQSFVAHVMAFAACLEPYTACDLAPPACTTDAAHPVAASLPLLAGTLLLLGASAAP
APOBEC3A inh – APOBEC3A ssDNA deaminase inhibitors, primary screen, selectivity assay for APOBEC3G inhibitor project, biochemical, FAM/TAMRA oligo cleavage fluorescence; recombinant A3A, FAM/TAMRA ssDNA deamination fluorescence; inhibition, % at 20 µM; 330,000 tested, 0.41% active; AID 493011, 2011;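 active = at least 40% inhibition at 20 µM here, with at most 30% in a related deaminase screen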;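 note: plate controls were A3A with DMSO for no effect and wells lacking A3A enzyme for full effect; some results filed as inactive read as strong as hits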
mIAP inh – inhibitors of mouse IAP, primary screen, biochemical, luminescence, uHTS; 330,000 tested, 0.2% active; AID 2806, 2010; inhibition, % at 10 µM; purified mouse IAP, CDP-Star luminescence, 30 min;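 active = inhibition of at least 40% at 10 µM in the primary screen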;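 note: plate controls were DMSO with enzyme for no effect and no enzyme wells for full effect; values of inactives mirror those of a sister screen read the other way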
ATG4B inh – ATG4B protease inhibitors, primary screen, biochemical, fluorescence, uHTS. ATG4B cleavage of LC3-PLA2, NBD-HPC fluorescence, 1 h. inhibition, % at 8.33 µM. 340,000 tested, 0.51% active. AID 504462, 2011; in the data active = inhibition above about 40%
Target sequence (Q9Y4P1 whole entry, looked up): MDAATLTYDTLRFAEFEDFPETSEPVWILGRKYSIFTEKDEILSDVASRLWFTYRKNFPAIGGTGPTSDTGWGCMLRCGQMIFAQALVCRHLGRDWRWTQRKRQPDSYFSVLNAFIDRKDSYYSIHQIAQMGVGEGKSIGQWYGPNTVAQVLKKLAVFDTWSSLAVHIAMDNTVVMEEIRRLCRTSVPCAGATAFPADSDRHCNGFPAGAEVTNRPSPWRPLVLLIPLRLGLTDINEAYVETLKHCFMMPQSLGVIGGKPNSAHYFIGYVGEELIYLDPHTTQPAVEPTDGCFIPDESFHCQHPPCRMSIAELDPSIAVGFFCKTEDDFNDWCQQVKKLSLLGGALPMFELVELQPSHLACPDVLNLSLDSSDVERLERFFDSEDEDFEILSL
mIAP act – activators of mouse IAP, primary screen, biochemical, luminescence, uHTS | intestinal alkaline phosphatase [Mus musculus] | muIAP, CDP-Star luminescence, 30 min; hits give high values; 1 = vehicle-only enzyme signal, 0 = enzyme-free wells | activation factor at 10 µM | 330,000 tested, 0.24% active;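 active = activation factor of at least 2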; note: the source names both 10 and 20 µM as test concentration; values of inactives mirror those of a sister screen read the other way
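Assay system: mouse IAP enzyme / Compound: DMSO-dissolved test compounds / Timing: 30 min, room temperature / Measured by: luminescence from enzymatic CDP-Star hydrolysis / Control set: DMSO-only wells, enzyme-free buffer wells as negative control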
beta cell repl – inducers of MIN6 beta-cell proliferation, primary screen, ATP luminescence, uHTS | MIN6 cells proliferation, ATPlite luminescence, 48 h; cells starved in 0.2% serum; 100% = growth in 10% serum | proliferation, % at 10 µM | 330,000 tested, 0.29% active;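 active = compounds whose signal lies at least 3.5 SD above the mean of all wells on their plate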;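 note: 0% = DMSO-treated cells in low-serum medium and 100% = 10% serum control; some compounds called inactive have numbers as strong as hits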
hIAP inh – human IAP inhibitors, primary screen, biochemical, luminescence, uHTS; Intestinal-type alkaline phosphatase (Homo sapiens), P09923; purified IAP, CDP-Star luminescence, 30 min; inhibition, % at 10 µM; 330,000 tested, 0.12% active;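 active = inhibition reaching a set limit with compound at 10 µM in the primary screen, cut at about 35% in these data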;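 note: plate controls were DMSO wells with enzyme for no effect and no-enzyme buffer wells for full effect; values of inactives mirror those of a sister screen read the other way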
APOBEC3G inh – APOBEC3G DNA deaminase inhibitors, primary screen, biochemical, fluorescence, single-stranded DNA substrate, uHTS; DNA dC->dU-editing enzyme APOBEC-3G (Homo sapiens), Q9HC16; recombinant A3G, ssDNA deamination FAM/TAMRA fluorescence; inhibition, % at 20 µM; 330,000 tested, 0.28% active; AID 493012, 2011;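 active = inhibition of at least 40% at 20 µM, with no more than 30% in the related APOBEC3A deaminase screen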;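 note: plate controls were DMSO wells with A3G for no effect and wells lacking A3G enzyme for full effect; some compounds called inactive have numbers as strong as hits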
MPTP inh – mitochondrial permeability transition pore inhibitors, primary screen, biochemical, isolated mouse mitochondria, absorbance; Ca2+ swelling absorbance, 30 min; inhibition, % at 10 µM; 360,000 tested, 1.4% active; AID 602449, 2012;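 active = inhibition of 50% or more, scaled per plate between neutral and stimulator controls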;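 note: 0% = DMSO wells given calcium and 100% = 1 mM EGTA wells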
* marks the source's active call; other numbers are inactive results; · = not tested or not shown.

Each structure is followed by: hIAP activ	APOBEC3A inh	mIAP inh	ATG4B inh	mIAP act	beta cell repl	hIAP inh	APOBEC3G inh	MPTP inh
- COc1ccc(C(=O)N/C(=C\c2ccccc2)C(=O)NC(CCSC)C(=O)O)cc1 (centres undefined)
  0.96	1	-1	-8	1	-2	4	-1	-2.0
- CC(=O)C(N=Nc1ccccc1)(Sc1nnc(-c2ccccc2)n1-c1ccccc1)C(=O)Nc1ccccc1 (centres undefined)
  0.92	-2	-1	-6	1	-1	8	-5	6.2
- OC(COc1ccc2cc(Br)ccc2c1)Cn1ccnc1 (centres undefined)
  1.3	-4	-4	-2	1	-1	-26	-9	-1.7
- O=C1C(O)=C(O)C(=O)c2ccccc21
  0.99	0	13	-15	0.87	-4	1	-2	0.0
- O=C(O)Cc1ccc2c(c1)N(S(=O)(=O)c1cccs1)CC(C(=O)O)O2 (centres undefined)
  0.91	-5	1	-7	0.99	5	9	-11	-0.8
- O=C(N=C1SC2CS(=O)(=O)CC2N1c1cc(Cl)ccc1Cl)C1CCCO1 (centres undefined)
  1.1	-5	-2	-2	1	0	-15	-7	-0.6
- COc1ccc(C(=O)N2CCCC(CCC(=O)NCc3ccc(F)c(F)c3)C2)cc1F (centres undefined)
  0.79	-5	-3	9	1	-1	22	-5	0.0
- Cc1cc(NC(=O)CSCC(=O)N(C)Cc2c(F)cccc2Cl)no1
  0.96	4	-11	0	1.1	0	4	6	-1.2
- O=C1/C(=C/c2cccs2)SC(=S)N1C1CCS(=O)(=O)C1 (centres undefined)
  1.2	-2	14	-2	0.86	0	-15	-1	·
- CCN(CC)S(=O)(=O)c1cccc(NC(=O)COC(=O)C2=COCCO2)c1
  0.92	-3	-14	-1	1.1	-4	8	-7	-0.8
- O=C1CCCCC1C(O)c1ccc(Cl)cc1 (centres undefined)
  1	-2	7	·	0.93	-3	-2	-6	·
- NC(=O)CN1N=C(c2cc(Cl)sc2Cl)CSC1=O
  1.3	-2	3	-15	0.97	-1	-33	-1	0.3
- O=C(Cc1ccccc1)Nc1nc2ccccc2s1
  0.94	-4	0	-6	1	-2	6	-11	-3.1
- CCn1c2ccccc2c2nnc(SCC(=O)Nc3c(C)n(C)n(-c4ccccc4)c3=O)nc21
  0.95	3	-7	-13	1.1	-2	5	-1	-1.8
- O=C(NN1C(=O)c2ccccc2NC1c1ccc([N+](=O)[O-])o1)c1ccccc1 (centres undefined)
  1.1	-1	2	-3	0.98	0	-7	-5	-0.4
- Cc1ccc(S(=O)(=O)NC(CCc2ccccc2)CC(=O)C(C)(C)C)cc1 (centres undefined)
  1	-2	-7	2	1.1	-5	-2	1	·
- CCOc1ccccc1NC(=O)Cn1c(=O)n(CCC(=O)NC2CCCC2)c(=O)c2ccccc21
  0.78	2	2	·	0.98	1	22	-6	0.3
- C[C@H](CO)N1C[C@H](C)[C@@H](CN(C)S(=O)(=O)c2ccccc2)Oc2ccc(NC(=O)CCN3CCOCC3)cc2C1=O
  0.93	-4	-2	3	1	2	7	-11	0.5
- COc1ccc(NC2CCCN(C(=O)CCN3Cc4ccccc4C3=O)C2)cc1 (centres undefined)
  1	-6	2	-5	0.98	-4	-2	-7	-0.5
- Cc1ccccc1C(=O)OC1OC(=O)C(Cl)=C1Nc1ccc(C(=O)O)cc1 (centres undefined)
  1	1	9	-4	0.91	0	-2	-4	-1.3
- O=C(c1ccco1)N(CCCN1CCOCC1)c1nc(-c2ccc(Cl)cc2)cs1
  0.94	-1	10	-5	0.9	-1	6	-2	1.2
- COC(=O)c1ccnc(SCC(=O)c2ccccc2)c1
  1	-2	2	-3	0.98	1	-4	0	0.6
- Cc1cc(C)n2nc(SCC(=O)NC(=O)c3ccccc3)nc2n1
  1.1	-5	-6	-3	1.1	5	-10	-8	-0.9
- C=CCSc1nc(N)c(C#N)c(-c2ccccc2)c1C#N
  0.89	-2	5	-1	0.95	3	11	-5	9.6
- COc1ccc(-c2nnn(Cc3nc(N)nc(N4CCCCC4)n3)n2)cc1
  0.78	1	3	-14	0.97	8.8*	22	0	2.9
- Cc1ccc(NC(=O)CN(c2ccc3c(c2)OCO3)S(=O)(=O)c2c(C)n[nH]c2C)cc1
  1.1	-2	2	-18	0.98	2	-12	-6	-0.4
- O=C(CN1CCOCC1)Nc1cccc(S(=O)(=O)N2CCCCCC2)c1
  0.99	-1	-2	-7	1	-1	1	-4	-0.5
- C#CCN(C(=O)c1cc(COc2ccc(C)c(C)c2)on1)C1CCCCC1
  0.84	1	6	14	0.94	-6	16	-4	0.1
- O=C(C1=C[C@H](c2ccc(Br)cc2)C[C@H](OCc2ccc(CO)cc2)O1)N1CCN(Cc2ccc3c(c2)OCO3)CC1
  0.97	-2	3	-21	0.97	-8	2	-4	-1.0
- COc1ccccc1N1CCN(C(=O)C(=O)c2c(C)n(C)c3ccccc23)CC1
  0.9	-3	0	-12	1	0	10	-4	-0.4
- FC(F)Oc1ccc(NC(=S)NC2CCSc3ccccc32)cc1 (centres undefined)
  1.5	-1	-406	59*	5.1*	-7	-46	-5	83*
- COc1ccc(-c2ccc([C@H]3[C@H]4C=CC[C@@H](C)[C@@H]4C(=O)N3Cc3ccccc3)c(F)c2)cc1OC
  0.97	-6	-4	2	1	-6	3	-9	0.4
- CCc1nc(SCC(=O)N2c3ccccc3Sc3ccccc32)c2ccccc2n1
  1	-1	1	12	0.99	-6	-2	0	6.3
- Cn1c(=O)c2[nH]c(Nc3ccccc3)nc2n(C)c1=O
  1.1	-3	9	-14	0.91	0	-7	-2	2.3
- O=C(O)c1ccc(NC(=O)c2ccccc2Br)c(NC(=O)c2ccccc2Br)c1
  0.81	1	6	5	0.94	-1	19	-2	-0.2
- CCN(CC)C(=O)c1c(Cl)nc(C)c([N+](=O)[O-])c1C
  1	-6	-4	1	1	-2	-1	-11	26
- CCc1cc2c(=O)c(-c3cnn(-c4ccccc4)c3)c(C)oc2c(CN2CCCCC2)c1O
  1	0	-2	-7	1	1	-3	-1	2.7
- CC(C(=O)NC1CCCCCC1)n1cc([N+](=O)[O-])cn1 (centres undefined)
  1.2	-1	3	-1	0.97	-2	-17	0	0.6
- COC(=O)c1c(C(=O)OC)c2ccccn2c1C(=O)c1ccc([N+](=O)[O-])cc1
  0.89	-1	4	1	0.96	3	11	-5	-0.9
- CCOC(=O)N1CCN(C(=O)CSc2nnc(Cn3c(=O)sc4ccccc43)n2C)CC1
  0.92	-4	4	4	0.96	-3	8	-3	-2.9
- Cc1ccc(/C=N/NC(=O)c2csc(C)c2)o1
  1.1	-3	-2	2	1	-2	-12	-4	1.1
- O=S(=O)(Cc1nnnn1-c1ccccc1)c1ccc(F)cc1
  0.91	1	0	3	1	-4	9	-3	-2.2
- COc1cc(/C=C/C(=O)O)cc2c1OCCO2
  0.99	5	0	-3	1	0	1	-3	1.1
- O=C(NCc1cccc(C(F)(F)F)c1)C1CC(c2ccc(C(F)(F)F)cc2)=NO1 (centres undefined)
  0.89	0	2	11	0.98	-5	11	-6	1.5
- Cc1cc(C)n(-c2nc3ccccc3n3nnnc23)n1
  0.95	-3	-3	11	1	-1	5	-5	2.4
- CCN(CC)c1ccc(S(=O)(=O)N2CCOCC2)cc1NC(=O)CSC(=S)N1CCCC1
  0.96	-1	12	4	0.88	0	4	-2	-0.3
- Cc1nonc1NC(=O)CSc1nnc(-c2ccoc2C)n1-c1cccc(Cl)c1
  1.1	0	17	-11	0.83	0	-9	-1	1.0
- O=C(CSc1nc2ccccc2n1CCc1ccccc1)NC1CC1
  1.1	-3	-3	-6	1	-1	-9	-9	2.0
- COc1cc(OC)cc(C(=O)N2CCC(C(=O)NCCc3ccccc3)CC2)c1
  1.1	-8	-12	-6	1.1	-2	-6	-4	0.2
- CC(=O)NS(=O)(=O)c1ccc(NC(=O)c2ccccn2)cc1
  0.84	3	-7	5	1.1	0	16	-8	0.3
- Cc1ccccc1NS(=O)(=O)c1ccc(-c2ccc(=O)[nH]n2)o1
  1	-1	1	-8	0.99	-2	-4	3	-0.1
- NC(=O)c1c(NC(=O)COC(=O)c2ccc(S(=O)(=O)Nc3ccccc3)cc2)sc2c1CCCC2
  1	-5	11	-9	0.89	1	-3	-6	1.6
- CCOC(=O)C1CCN(C(=O)/C=C/c2ccccc2OC)CC1
  0.91	1	6	-7	0.94	0	9	0	0.1
- Cc1noc(C)c1CS(=O)(=O)c1ccc([N+](=O)[O-])cc1
  1.2	0	8	-7	0.92	0	-19	-7	-0.9
- COc1ccc(OC)c(NC(=O)CCN2CCN(C/C=C/c3ccccc3)CC2)c1
  1.1	-7	8	-8	0.92	3	-5	-4	5.0
- O=CN1CCN(C(=O)Cc2ccc([N+](=O)[O-])cc2)CC1
  1.1	-2	-3	-8	1	0	-7	-7	1.5
- CC(C)C(=O)Nc1c(-c2cccs2)c(=O)c2ccccc2n1C
  1	2	8	-1	0.92	-4	0	-8	-1.3
- COc1cccc(S(=O)(=O)Nc2noc3ccccc23)c1
  0.92	1	-11	8	1.1	-5	8	8	0.6
- CCN1CCCC1CN=Cc1c(O)n(-c2ccccc2)c(=O)c2ccccc12 (centres undefined)
  1.1	-1	4	2	0.96	0	-12	-9	2.0
- O=C1c2ccccc2C(O)(Cc2ccccc2)N1c1ccc2c(c1)OCO2 (centres undefined)
  1.2	5	-4	-8	1	1	-17	-1	0.7

(further entries)
Each structure is followed by: hIAP activ	APOBEC3A inh	mIAP inh	ATG4B inh	mIAP act	beta cell repl	hIAP inh	APOBEC3G inh	MPTP inh
- CCOC(=O)c1c(-c2ccccc2)csc1NC(=O)c1cc2ccccc2oc1=O
  0.83	-2	12	-10	0.88	0	17	-3	3.0
- CCCCn1c(N)c(N(CCOC)C(=O)C2CCN(S(=O)(=O)c3ccc(C)cc3)CC2)c(=O)[nH]c1=O
  1.1	5	13	2	0.87	-3	-11	-5	-0.8
- Cc1c([N+](=O)[O-])c(C(=O)N2CCCC2)nn1C
  1.1	-1	0	5	1	5	-6	-9	-3.5
- CCc1nc2ccc(C(=O)Nc3cccc(C(C)=O)c3)cc2nc1CC
  0.93	-3	5	-10	0.95	0	7	-8	2.5
- CCOC(=O)c1c(-c2ccc(Cl)cc2)cn2ccccc12
  1.2	-3	-7	11	1.1	-2	-16	-7	7.2
- CCC(C(=O)Nc1ccc(N2CCOCC2)c(S(=O)(=O)Nc2ccccc2OC)c1)c1ccccc1 (centres undefined)
  0.88	4	-36	-10	1.4	-5	12	15	-0.1
- Cc1cc(C)c(C(=O)CSc2n[nH]c(=O)n2C2CC2)cc1C
  1.2	-5	5	-6	0.95	1	-17	-4	16
- OC(c1ccc(F)cc1)(C1CCCCC1)C(CN1CCOCC1)c1ccccc1 (centres undefined)
  1.1	-3	3	-4	0.97	-3	-6	-6	-1.8
- O=C(NCCc1ccc(C(F)(F)F)cc1)C1CCC(=O)N(C2CC2)C1 (centres undefined)
  1.1	-1	8	3	0.92	1	-11	-3	-1.9

Screening results: PubChem BioAssay, Sanford-Burnham Center for Chemical Genomics
